Source: PubChem
esBAF inh = blocks esBAF chromatin remodeling in mouse ES cells | Bmi1-luciferase knock-in reporter, 24 h; 100% = twice the neutral-well signal | reporter increase, % at 12.5 µM | hit rate 2% among 350,000; in the data active = activation above about 40%; inconclusive = no clear call, values can overlap the other calls;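 also: 0% = median of the plate's neutral control wells and 100% = double that signal; a rise in the Bmi1 reporter signal indicates esBAF inhibition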
RAD52 anneal inh = RAD52 (human) annealing inhibition; P43351; recombinant RAD52 DNA annealing, FRET fluorescence; inhibition, % at 18.7 µM; hit rate 0.46% among 360,000;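 active = every replicate showing at least 50% inhibition; inconclusive = mean inhibition at least 50% but not in every replicate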
INS-1E GSIS act = primary screen for activators of insulin secretion dependent on glucose, INS-1E cells, GLuc reporter luminescence. INS-1E GLuc reporter insulin secretion, 2-3 h. hit rate 0.61% among 370,000. AID 743287. activation, % at 16.6 µM;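 active = lowest replicate activation of at least 40%, so every replicate reaches that level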;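 also: 0% = median of neutral control wells and 100% = median of IBMX positive control wells; some compounds called inactive have numbers as strong as hits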
RAD54 branch = inhibitors of human RAD54 branch migration; hit rate 0.14% among 360,000; inhibition, % at 10.4 µM; RAD54 Holliday junction branch migration, FAM/BHQ fluorescence; AID 602329;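 active = mean normalized replicate activity at least 40 and at least half of replicates scoring 40 or more; inconclusive = only one of the two criteria met; inactive = mean below 40 and under half of replicates reaching 40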;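 also: 0% = median of neutral control wells and 100% = median of positive control wells; inhibitors cause a drop in the FAM fluorescence signal; in these data hits start at about 50%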
XiGFP reactiv = activators of X-chromosome reactivation in mouse fibroblasts; hit rate 0.055% among 360,000; XiGFP mouse fibroblasts, % GFP-positive cells imaging, 3 d; cells co-treated with 5-aza-dC sensitizer; scaled so ellipticine positive control = 100%; activation, % at 7.58 µM; AID 743238;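 active = mean normalized replicate activation at least 10% and every replicate at or above 10%; inconclusive = only one of the two criteria met; inactive = mean below 10% and not all replicates reach 10%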;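 also: 0% = median of on-plate neutral control wells and 100% = ellipticine 6 µM median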
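System: 68-5-11 XiGFP fibroblast line; Timing: 3 days compound exposure; Compound dosing: one concentration, pinned; Benchmarks: positive control ellipticine, 6 µM final; Buffer or medium: DMEM containing 5-aza-dC.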
ARNT-TACC3 inh = disruptors of human ARNT/TACC3 interaction. Q9Y6A5. AlphaScreen His-ARNT PAS-B/GST-TACC3 binding, luminescence; TACC3 fragment carries E629A point mutation. inhibition, % at 9.99 µM. hit rate 0.66% among 390,000. AID 623870;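 active = mean inhibition of replicates at least 50% and at least half of replicates each reaching 50%; inconclusive = half or more replicates reach 50% but mean below 50%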;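 also: 0% = complete ARNT plus TACC3 wells and 100% = ARNT alone without TACC3; many hits fall short of the cut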
CFTR F508del cor = CFTR F508del correction in bronchial cells | CFBE cells, YFP halide quenching; stimulated with forskolin plus potentiator P3; % fluorescence drop versus neutral controls | activity (quench increase), % at 7.58 µM | hit rate 0.36% among 350,000 | AID 720511;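 active = mean added fluorescence quench of at least 8% versus neutral control, with both replicates also reaching 8%; inconclusive = only one of the mean or replicate conditions met; inactive = mean below 8% and not both replicates reaching 8%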;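 also: cells transiently co-express mutant CFTR-F508del with the halide-sensitive YFP; corrector assay measuring rescue of mutant channel to the surface after 24 h compound exposure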
ERAP1 HTS inh = ERAP1 (human) enzyme inhibition. recombinant ERAP1, Leu-AMC fluorescence, 60 min. inhibition, % at 10.7 µM. hit rate 0.15% among 340,000. AID 652197;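 active = mean replicate inhibition of at least 30%, or all replicates individually reaching that 30% level; inactive = mean below 30% and not every replicate reaching it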;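 also: 0% = neutral control wells and 100% = L-leucinethiol positive control wells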
Target sequence (Q9NZ08 whole entry, looked up): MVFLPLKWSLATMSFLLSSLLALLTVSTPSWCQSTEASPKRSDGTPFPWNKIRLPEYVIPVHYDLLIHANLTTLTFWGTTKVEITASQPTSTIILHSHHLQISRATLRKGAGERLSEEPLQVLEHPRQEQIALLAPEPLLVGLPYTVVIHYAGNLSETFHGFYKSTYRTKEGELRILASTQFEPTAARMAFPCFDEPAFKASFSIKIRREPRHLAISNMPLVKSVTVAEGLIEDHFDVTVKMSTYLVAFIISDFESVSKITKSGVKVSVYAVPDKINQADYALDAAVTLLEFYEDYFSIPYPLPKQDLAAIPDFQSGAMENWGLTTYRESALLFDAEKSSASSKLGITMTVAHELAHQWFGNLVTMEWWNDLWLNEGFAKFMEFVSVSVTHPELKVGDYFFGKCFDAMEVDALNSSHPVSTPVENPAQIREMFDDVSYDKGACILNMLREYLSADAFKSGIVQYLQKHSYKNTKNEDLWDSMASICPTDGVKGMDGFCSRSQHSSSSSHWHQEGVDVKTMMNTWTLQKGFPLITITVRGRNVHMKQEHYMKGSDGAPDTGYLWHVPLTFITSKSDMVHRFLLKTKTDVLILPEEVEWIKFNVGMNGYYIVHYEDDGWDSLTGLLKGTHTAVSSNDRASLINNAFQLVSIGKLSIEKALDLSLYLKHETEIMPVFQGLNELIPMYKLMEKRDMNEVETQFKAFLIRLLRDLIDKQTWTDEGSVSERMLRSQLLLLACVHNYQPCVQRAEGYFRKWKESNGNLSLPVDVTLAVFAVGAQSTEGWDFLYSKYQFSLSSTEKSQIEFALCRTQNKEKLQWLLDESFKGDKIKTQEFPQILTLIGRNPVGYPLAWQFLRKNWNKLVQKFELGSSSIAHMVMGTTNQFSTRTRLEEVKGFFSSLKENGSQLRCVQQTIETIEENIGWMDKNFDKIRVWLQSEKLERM
Numbers without * were called inactive; ? = inconclusive; . = no result given. Hits appear at their usual frequency; overall some 3.3% were active at least once.

#1 COCCNC(=O)c1cc2ncc(Br)cn2n1
#2 Cc1c(-c2cccc(NC(=O)c3cccs3)c2)nc2ncccn12
#3 CN(C)NC(=O)c1ccc([N+](=O)[O-])s1
#4 Cc1ccc(NC(=O)C2CCCC2)cc1S(=O)(=O)N1CCOCC1
#5 CCOC(=O)CSc1nnc(CSc2nc(N)c3c(C)c(C)sc3n2)n1-c1ccccc1
#6 CC(C)OC(=O)CC(NC(=O)OC(C)(C)C)c1ccccc1 (stereo not given)
#7 N#CC1=C(SCc2ccccc2)NC(=O)CC1c1ccc(O)cc1 (stereo not given)
#8 C/C=C/c1ccc2c(c1)O[C@H](CN(C)S(C)(=O)=O)[C@@H](C)CN([C@H](C)CO)S2(=O)=O
Screen / compound no.	1	2	3	4	5	6	7	8
CFTR F508del cor	.	.	-2.3	3.0	.	-2.0	-2.2	0.3
RAD54 branch	9	.	.	5	.	.	-1	-2
INS-1E GSIS act	0	-31	-2	-9	-29	16	-15	7
XiGFP reactiv	.	-0.1	0.1	0.2	0.1	0.0	.	-0.1
ARNT-TACC3 inh	-4	21	2	4	-15	.	1	-5
esBAF inh	-5	.	.	-3	.	.	0	-4
ERAP1 HTS inh	.	-49	-4	1	-2	-4	0	0
RAD52 anneal inh	.	-12	-21	0	-14	-9	-5	3

#9 CSc1nc(C)[nH]c(=O)c1C#N
#10 COc1ccc(-n2ncc(C(C)NS(=O)(=O)c3cccs3)c2C)cc1 (stereo not given)
#11 COc1cc(/C=C2/C(=N)N3C=CSC3=NC2=O)ccc1OCCOc1ccc(NC(C)=O)cc1
#12 O=C(CCNC(=O)c1ccc(Br)cc1)NCC1CCCO1 (stereo not given)
#13 CCC(=O)[C@@H](C)[C@@H](OC(C)=O)[C@H](C)C[C@@H](C)[C@H]1OC(=O)C[C@@]2(O)CC=C(C)C(O2)C(C)=CCCC[C@H](O[C@H]2C[C@@H](OC(N)=O)[C@H](OC(C)=O)[C@@H](C)O2)C=C[C@H](C)C[C@H]1C
#14 O=C(COC(=O)c1ccccc1)c1ccc(S(=O)(=O)N2CCCCC2)cc1
#15 Cc1onc(-c2ccccc2Cl)c1C(=O)Nc1ccc(S(=O)(=O)Nc2nccs2)cc1
#16 COC(=O)c1cc(Br)c(=O)n(-c2ccccn2)c1
Screen / compound no.	9	10	11	12	13	14	15	16
CFTR F508del cor	-1.1	2.1	-1.4	-1.1	-3.3	-1.1	.	.
RAD54 branch	.	1	.	5	.	-14	.	-6
INS-1E GSIS act	27	8	-2	10	19	14	7	17
XiGFP reactiv	0.1	0.2	0.2	0.0	0.1	-0.1	0.0	.
ARNT-TACC3 inh	-9	-2	12	-1	.	-2	1	5
esBAF inh	-4	1	.	2	.	5	.	1
ERAP1 HTS inh	3	2	6	-1	-1	-5	9	.
RAD52 anneal inh	-5	-2	-21	5	-8	-8	-41	.

#17 CCCNC(=O)C[C@@H]1CC[C@H]2[C@H](COc3ccc(NC(=O)c4ccc5c(c4)OCO5)cc3C(=O)N2C)O1
#18 CCOC(=O)c1sc(-c2ccc(Cl)cc2Cl)nc1O
#19 C=CCNC(=O)C1CCCN(S(C)(=O)=O)C1 (stereo not given)
#20 O=C(Cc1ccccn1)NCC[C@H]1CC[C@@H](NC(=O)c2ccccc2F)[C@H](CO)O1
#21 COc1ccc(NC(=S)N(CCc2c(C)[nH]c3ccc(C)cc23)Cc2cccs2)cc1
#22 C=CCc1c(C)nc(SC)nc1Nc1ccc(C)cc1
#23 O=C(Nc1ccc(S(=O)(=O)Nc2ncccn2)cc1)c1ccc(Br)o1
#24 Nc1nc(-c2ccc3ccccc3c2)cs1
Screen / compound no.	17	18	19	20	21	22	23	24
CFTR F508del cor	-2.1	2.9	4.1	2.1	2.9	.	0.2	-2.3
RAD54 branch	-6	.	2	-13	8	11	-18	.
INS-1E GSIS act	1	-2	22	9	.	-39	4	7
XiGFP reactiv	0.0	0.1	.	-0.4	0.4	.	0.0	0.1
ARNT-TACC3 inh	-3	0	-27	7	2	-4	-3	10
esBAF inh	4	.	-1	0	-2	0	.	.
ERAP1 HTS inh	-5	-10	-5	8	-1	1	5	-2
RAD52 anneal inh	21	-15	-7	-34	-30	-26	-2	-10

#25 O=C(COc1c(Br)cc(Br)c2cccnc12)N1CCCCC1
#26 C[C@H](CO)N1C[C@H](C)[C@H](CN(C)C(=O)NC2CCCCC2)Oc2ncc(C#CC(C)(C)O)cc2C1=O
#27 Cn1nnnc1SCC1=C(C(=O)O)N2C(=O)C(NC(=O)Cn3nc(C(F)F)cc3C3CC3)C2SC1 (stereo not given)
#28 CCNC(=O)C1(C)CCCN(Cc2cc3ccccc3o2)C1 (stereo not given)
#29 CC(C)N1CCN(C(=O)c2ccc(OC3CCN(CCc4ccccc4)CC3)cc2)CC1
#30 Brc1cnc2ccccc2c1N1CCCCC1
#31 CCc1ccc(NS(=O)(=O)c2ccc3[nH]cc(C(=O)N(C)Cc4ccco4)c(=O)c3c2)cc1
#32 C[C@@H]1CN([C@@H](C)CO)C(=O)c2cc(C#CC3CCCC3)cnc2O[C@@H]1CN(C)C(=O)c1ccncc1
Screen / compound no.	25	26	27	28	29	30	31	32
CFTR F508del cor	.	0.2	-1.0	2.1	-0.9	-0.8	-1.8	1.6
RAD54 branch	.	1	.	10	6	.	-3	6
INS-1E GSIS act	-20	15	7	15	25	19	-1	0
XiGFP reactiv	0.1	-0.4	-0.1	0.0	0.0	0.3	.	0.1
ARNT-TACC3 inh	11	18	-2	.	0	-1	-4	-6
esBAF inh	.	5	.	-1	1	.	6	-64
ERAP1 HTS inh	9	-2	2	-4	1	-5	0	-1
RAD52 anneal inh	-10	15	-10	-8	-36	-10	-37	-2

#33 COCCNC(=O)CN(Cc1ccc(Cl)cc1)S(C)(=O)=O
#34 COc1ccc2cc(-c3[nH]ncc3CN3CCCCO3)ccc2c1
#35 Cc1ccc(Cl)cc1NS(=O)(=O)N1CCOCC1
#36 Cc1ccc(O)c(C(=O)/C=C/c2ccc3c(c2)OCCO3)c1
#37 CC(C)Cn1c(N)c(C(=O)COC(=O)c2cc(C(F)(F)F)nc3ccccc23)c(=O)n(C)c1=O
#38 CC(=O)Nc1ccc(NC(=O)CSc2nc(N)c(NC(=O)c3ccccc3F)c(=O)[nH]2)cc1
#39 Cc1ccc(C(=O)Nc2nc3ccc(Cl)cc3s2)o1
#40 COc1ccc(C2CC(c3cccs3)=NN2S(C)(=O)=O)cc1 (stereo not given)
Screen / compound no.	33	34	35	36	37	38	39	40
CFTR F508del cor	.	-1.3	-0.2	3.4	2.9	-1.5	-2.3	-0.4
RAD54 branch	-7	-3	-7	.	.	-4	1	2
INS-1E GSIS act	13	7	4	-7	1	-6	2	14
XiGFP reactiv	.	0.2	-0.1	0.0	0.0	0.2	0.1	-0.2
ARNT-TACC3 inh	1	-4	-38	6	.	-5	-9	-1
esBAF inh	-7	56*	-1	.	.	1	.	?
ERAP1 HTS inh	.	10	-1	8	.	5	.	-2
RAD52 anneal inh	.	-9	-4	-3	-66	-12	-13	-13

#41 COc1ccc(C)cc1N1CC(C(=O)Nc2ccccc2C(=O)NC2CC2)CC1=O (stereo not given)
#42 CCCCCCCCc1nc(SCC(C)=O)n[nH]1
#43 O=C(COC(=O)/C=C/c1ccco1)Nc1ncc(Cl)cc1Cl
#44 Cc1nn(Cc2ccccc2)c(Cl)c1/C=C/C(=O)OCC(=O)N(C)C1CCS(=O)(=O)C1 (stereo not given)
#45 COc1ccc(C2(C)C(C#N)C(=O)NC(=O)C2C#N)cc1 (stereo not given)
#46 COc1ccc(C2/C=C\CN(C(=O)CC(C)(C)C)CC(=O)N2Cc2ccc(F)cc2)cc1 (stereo not given)
#47 CCN(C(=O)COC(=O)/C=C/c1ccc(S(=O)(=O)N2CCc3ccccc32)cc1)C1CCS(=O)(=O)C1 (stereo not given)
#48 CC(C)C(=O)N1CCC1(C)C(=O)Nc1nc2ccccc2[nH]1 (stereo not given)
Screen / compound no.	41	42	43	44	45	46	47	48
CFTR F508del cor	3.5	2.2	-0.2	-8.4	1.6	-1.5	-0.3	-2.3
RAD54 branch	2	.	-13	.	-4	2	-2	-8
INS-1E GSIS act	4	-31	-11	-1	4	-18	-1	.
XiGFP reactiv	-0.1	0.1	0.0	0.1	0.2	-0.1	0.0	0.0
ARNT-TACC3 inh	-8	-7	-2	-6	-3	0	.	.
esBAF inh	-2	.	-7	.	3	-4	.	-4
ERAP1 HTS inh	3	2	-2	-1	1	-6	-2	-2
RAD52 anneal inh	-7	-10	-43	-7	-4	-10	-13	-5

#49 CC(=O)c1cn(-c2ccc([N+](=O)[O-])cc2)c(=O)n(C)c1=O
#50 C[C@H]1CCCCO[C@H](CN(C)C(=O)CCCN(C)C)[C@@H](C)CN([C@@H](C)CO)C(=O)c2cc(NC(=O)Cc3ccccc3)ccc2O1
#51 O=C(C[C@H]1CC[C@@H](NC(=O)C2CCOCC2)[C@H](CO)O1)NCC1CCCCC1
#52 Cc1ccc(S(=O)(=O)Nc2ccc3c(c2)CC(=O)N([C@H](C)CO)C[C@H](C)[C@@H](CN(C)S(=O)(=O)c2ccccc2)O3)cc1
#53 COCC1CCCN(Cc2nc(C(c3ccccc3)c3ccccc3)no2)C1 (stereo not given)
#54 Cc1noc(C)c1NC(=O)N(C)C[C@H]1Oc2ccc(NS(C)(=O)=O)cc2C(=O)N([C@H](C)CO)C[C@H]1C
#55 CCNS(=O)(=O)c1ccc(NC(=O)c2cccnc2)cc1
#56 Oc1ccccc1C1=NN(c2ccccc2)C(c2ccc(F)cc2)C1 (stereo not given)
#57 Nc1nc(COC(=O)c2ccc3c(c2)OCCO3)nc(Nc2ccccc2)n1
Screen / compound no.	49	50	51	52	53	54	55	56	57
CFTR F508del cor	-1.3	1.2	3.3	7.6	1.9	0.9	.	-1.9	-1.2
RAD54 branch	-3	6	-2	-3	-20	8	5	7	15
INS-1E GSIS act	.	10	0	-14	-50	5	16	12	22
XiGFP reactiv	0.0	0.1	0.5	0.2	-0.2	-1.3	.	0.3	-0.1
ARNT-TACC3 inh	0	-15	25	12	-4	2	0	-11	-2
esBAF inh	.	-10	3	5	-2	-3	-7	0	1
ERAP1 HTS inh	4	3	-1	.	-2	1	.	2	0
RAD52 anneal inh	-11	24	-3	.	-7	10	.	-16	-11
